Compound activity as filed in PubChem BioAssay.
N370S GC – N370S glucocerebrosidase modulation, Gaucher chaperone candidate; P04062; N370S GC spleen homogenate, 4MU-glucoside fluorescence; Potency, µM (top dose mostly 59.4 µM), for inactives: at the highest dose activity change, negative = inhibition, usual class: inhibitors; hit rate 0.092% among 330,000;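 note: 0% = full enzyme activity and -100% = no enzyme basal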
FEN1 inhibitor – human FEN1 inhibition | hit rate 0.35% among 390,000 | Potency, µM (top dose mostly 114 µM), inactives show at the top dose activity change, negative = inhibition, most hits filed as inhibitors | P39748 | Recombinant FEN1 flap cleavage, fluorescence, 15 min; note: nearly all actives have a fitted effect of over 65% in size
Target sequence (P39748 whole entry, looked up): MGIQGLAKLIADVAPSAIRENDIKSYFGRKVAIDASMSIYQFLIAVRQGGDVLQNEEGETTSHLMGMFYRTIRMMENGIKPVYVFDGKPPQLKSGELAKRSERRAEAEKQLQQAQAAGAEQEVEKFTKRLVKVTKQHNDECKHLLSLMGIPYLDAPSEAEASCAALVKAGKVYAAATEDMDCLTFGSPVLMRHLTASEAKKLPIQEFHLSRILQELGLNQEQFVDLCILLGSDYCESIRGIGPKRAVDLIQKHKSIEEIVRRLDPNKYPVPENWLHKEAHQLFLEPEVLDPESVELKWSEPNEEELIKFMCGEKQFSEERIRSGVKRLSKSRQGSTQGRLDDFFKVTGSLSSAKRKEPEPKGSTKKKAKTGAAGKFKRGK
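Concentration–response screening of FEN1 (10 nM): 15 min compound preincubation at room temperature, reaction started with 50 nM substrate and read at 0 and 15 min. Corrected, normalized data were fitted by a four-parameter Hill equation.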
TDP1 block – TDP1 (human) enzyme inhibition; Q9NUW8; Potency, µM (series often up to 130 µM), for inactives: at the highest dose activity change, negative = inhibition, most hits filed as inhibitors; hit rate 0.28% among 350,000; recombinant TDP1, AlphaScreen DNA substrate cleavage; note: nearly all actives have a fitted effect of over 40% in size
Target sequence (Q9NUW8 whole entry, looked up): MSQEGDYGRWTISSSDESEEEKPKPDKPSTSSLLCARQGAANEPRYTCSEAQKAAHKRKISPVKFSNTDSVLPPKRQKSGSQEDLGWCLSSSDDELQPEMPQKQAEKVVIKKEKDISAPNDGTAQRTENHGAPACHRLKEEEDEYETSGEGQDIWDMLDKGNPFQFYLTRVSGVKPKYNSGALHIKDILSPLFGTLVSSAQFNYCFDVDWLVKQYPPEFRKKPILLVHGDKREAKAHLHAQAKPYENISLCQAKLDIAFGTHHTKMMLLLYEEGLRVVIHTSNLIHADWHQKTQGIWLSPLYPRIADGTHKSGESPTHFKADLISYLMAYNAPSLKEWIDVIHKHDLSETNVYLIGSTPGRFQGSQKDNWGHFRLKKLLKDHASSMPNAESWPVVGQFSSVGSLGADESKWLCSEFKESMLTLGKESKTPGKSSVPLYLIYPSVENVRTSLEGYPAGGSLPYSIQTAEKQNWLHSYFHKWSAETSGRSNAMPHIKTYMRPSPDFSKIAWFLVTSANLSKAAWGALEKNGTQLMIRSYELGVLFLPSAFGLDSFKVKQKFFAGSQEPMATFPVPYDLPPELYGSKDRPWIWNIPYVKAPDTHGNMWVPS
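Steps: enzyme plus compound, 15 min RT; add biotin/phosphotyrosine-FITC oligonucleotide (15 nM final), react 5 min; add donor/acceptor beads (10 ug/ml final), 10 min; read AlphaScreen. Tdp1 at 1 nM final.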
Starred values were filed as active, the others as inactive; ? = inconclusive; · = no result given; & = joins results of further samples; [ ] = another dose, or the depositor's remark. Calls come from the whole dose curve; as a rule, active = well fitted curve in the direction sought with a large enough effect; inconclusive = small, poorly fitted or top-dose-only effect, or another doubt; inactive = no such curve, though single readings can be large; an effect the other way counts as inactive or inconclusive. Unless noted, % is set by controls: 0 for no effect and ±100 for the full control effect; potency is the fitted concentration of half-maximal effect.

1	Cc1nnc(N2CCC(C(=O)NCc3ccc(F)cc3)CC2)c2nn(-c3ccc(Cl)cc3)c(C)c12
2	Cc1coc2cc3oc(=O)c4c(c3cc12)CCCC4
3	CCOC(=O)C1=C(COC(=O)/C=C/c2ccc(O)c(OC)c2)NC(=O)NC1C (stereo not given)
4	Cc1ccccc1Cn1c(=O)n(CC2CCC(C(=O)N3CCC(C)CC3)CC2)c(=O)c2sccc21 (stereo not given)
5	COc1ccc(N(C)S(=O)(=O)c2ccc(Cl)c(C(=O)NNC(=O)c3ccccc3O)c2)cc1
6	CCCc1cc(=O)n2[nH]c(C)cc2n1
7	O=C1Nc2c(c(=O)[nH]c(=O)n2-c2ccccc2)C1(Nc1ncccn1)C(F)(F)F (stereo not given)
8	O=c1c2c3c(sc2nc(NCCOCCO)n1Cc1ccco1)CCCCC3
Assay by compound | 1 | 2 | 3 | 4 | 5 | 6 | 7 | 8
N370S GC | · | -14% | · | · | -17% | 3% | 2% | 15%
FEN1 inhibitor | 16% | -19% | -1% | -19% | 1% | -3% | -3% | -2%
TDP1 block | -6% | 2% | 1% | 6% | 5% | -3% | -3% | 8%

9	CCOC(=O)c1cnn(-c2nc(-c3ccc(F)cc3)cs2)c1C(F)(F)F
10	O=C(c1ccco1)N1CCN(Cc2nc3ccc([N+](=O)[O-])cc3c(=O)n2-c2ccccc2F)CC1
11	O=C(NC1CCOCC1)C1CCC(=O)N(CCc2ccc(Cl)cc2)C1 (stereo not given)
12	COc1ccc(C2CC(=O)Oc3cc(OC)c(OC)c(OC)c32)cc1 (stereo not given)
13	CNc1nc(Nc2ccc(C)c(Cl)c2)nc(N)c1[N+](=O)[O-]
14	CC1Cc2cc(S(=O)(=O)N3CCCC(C(=O)N4CCCCC4)C3)ccc2N1C(=O)C1CC1 (stereo not given)
15	Cc1[nH][nH]c(=O)c1C(c1ccc(-c2ccc(Cl)c(Cl)c2)o1)c1c(C)[nH][nH]c1=O
16	S=c1[nH]nc(Nc2ccccc2Cl)s1
Assay by compound | 9 | 10 | 11 | 12 | 13 | 14 | 15 | 16
N370S GC | 4% | -5% | -20% | -4%[89.1 µM] | -1% | 0% | -23% | -2%
FEN1 inhibitor | -17% | -12% | -13% | 13% | 7% | -18% | -22% | -2%
TDP1 block | -11% | 4% | 1% | 1%[56.1 µM] | · | 3% | 13% | 8%

17	Cc1cccc(OCC(=O)N2CCC(N3CCCCCC3)CC2)c1
18	COC(Cc1nnc(SC)n1-c1ccccc1)OC
19	COc1ccc(-c2nc(CS(=O)CC(=O)NCCCN3CCCC3)c(C)o2)cc1OC (stereo not given)
20	O=[N+]([O-])c1ccc(OCCOc2ccccc2/C=N/n2cnnc2)cc1
21	COc1cccc(C(=O)NCCC(=O)NCc2cc(=O)n(C)c(=O)n2C)c1
22	Cc1ccc(N2CC(C(=O)Nc3ccc(N4CCOCC4)cc3)CC2=O)cc1C (stereo not given)
23	COc1ccc(CC(=O)Nc2cc(C)on2)cc1OC
24	COc1ccc(NC(=O)C2CCN(c3ccc(Sc4ccc(C)cc4)nn3)CC2)c(OC)c1
Assay by compound | 17 | 18 | 19 | 20 | 21 | 22 | 23 | 24
N370S GC | -24% | 4% | 6% | 1% | 1% | -13% | 2% | ·
FEN1 inhibitor | -4% | -3% | 3% | -14% | 21% | -4% | 4% | 15%
TDP1 block | -3% | 6% | -10% | 0% | 2% | 6% | 0% | -9%

25	Cc1c(CC(=O)N[C@@H](C)C(=O)O)c(=O)oc2c(C)c3occ(-c4ccccc4)c3cc12
26	CC(C)n1ncc2c(C(=O)Nc3ccc(S(C)(=O)=O)cc3)cc(C3CC3)nc21
27	Cc1ccc2nc(NC(=O)CSCc3ccccc3)sc2c1
28	N#Cc1c(C#N)c(O)c2ccccc2c1O
29	COc1ccc(C2/C=C\CN(C(=O)Oc3ccc(C(F)(F)F)cc3)CC(=O)N2Cc2ccc(F)cc2)cc1 (stereo not given)
30	CCCCC/C=C\C[C@@H](O)/C=C/C=C/C=C\[C@@H](O)CCCC(=O)O
31	CSc1ccccc1C(=O)N(CC1CCCO1)c1c(N)n(Cc2ccccc2)c(=O)[nH]c1=O (stereo not given)
32	CC1=C(C(=O)Nc2ccc(C)cc2)C(c2ccc(N(C)C)cc2)NC(=O)N1 (stereo not given)
Assay by compound | 25 | 26 | 27 | 28 | 29 | 30 | 31 | 32
N370S GC | 4% | · | 9% | -5% | -1%&10% | 5% | 0% | 3%
FEN1 inhibitor | -11% | -13% | -4% | 3% | 2%&-5% | · | 3% | -8%
TDP1 block | · | 2% | 1% | 3% | 4%&2% | 5% | · | 4%

33	CC(c1nc2ccccc2c(=O)[nH]1)N1CCN(C)CC1 (stereo not given)
34	CCCC1CC(CSc2ncn[nH]2)OC1=O (stereo not given)
35	C/C=C(\C)C(=O)C[Si](C)(C)c1ccccc1
36	CCCCCCCCCCCC(=O)N1CC(=O)NC(=O)C1
37	NC(=O)CSc1nnc(-c2ccc(S(=O)(=O)N3CCCC3)cc2)n1Cc1ccco1
38	CC(=O)N1CCOc2ccc(S(=O)(=O)Nc3ccc(C)cn3)cc21
39	Cc1cc(C)c2oc(-c3cccc(N)c3)nc2c1
40	Cc1cccc(Cn2c(-c3cccs3)nc3ccccc32)c1
Assay by compound | 33 | 34 | 35 | 36 | 37 | 38 | 39 | 40
N370S GC | -20% | 6% | 9% | -1% | -19% | 3% | -15% | ·
FEN1 inhibitor | -6% | 6% | · | 6% | 0% | 18% | -19% | -21%
TDP1 block | 1% | 0% | 7% | 1% | 0% | 4% | · | -1%

Rewritten with values under each structure: part of the list above.
The line under a structure holds: N370S GC, FEN1 inhibitor, TDP1 block
25) Cc1c(CC(=O)N[C@@H](C)C(=O)O)c(=O)oc2c(C)c3occ(-c4ccccc4)c3cc12
  4%, -11%, ·
26) CC(C)n1ncc2c(C(=O)Nc3ccc(S(C)(=O)=O)cc3)cc(C3CC3)nc21
  ·, -13%, 2%
27) Cc1ccc2nc(NC(=O)CSCc3ccccc3)sc2c1
  9%, -4%, 1%
28) N#Cc1c(C#N)c(O)c2ccccc2c1O
  -5%, 3%, 3%
29) COc1ccc(C2/C=C\CN(C(=O)Oc3ccc(C(F)(F)F)cc3)CC(=O)N2Cc2ccc(F)cc2)cc1 (stereo not given)
  -1%&10%, 2%&-5%, 4%&2%
30) CCCCC/C=C\C[C@@H](O)/C=C/C=C/C=C\[C@@H](O)CCCC(=O)O
  5%, ·, 5%
31) CSc1ccccc1C(=O)N(CC1CCCO1)c1c(N)n(Cc2ccccc2)c(=O)[nH]c1=O (stereo not given)
  0%, 3%, ·
32) CC1=C(C(=O)Nc2ccc(C)cc2)C(c2ccc(N(C)C)cc2)NC(=O)N1 (stereo not given)
  3%, -8%, 4%
33) CC(c1nc2ccccc2c(=O)[nH]1)N1CCN(C)CC1 (stereo not given)
  -20%, -6%, 1%
34) CCCC1CC(CSc2ncn[nH]2)OC1=O (stereo not given)
  6%, 6%, 0%
35) C/C=C(\C)C(=O)C[Si](C)(C)c1ccccc1
  9%, ·, 7%
36) CCCCCCCCCCCC(=O)N1CC(=O)NC(=O)C1
  -1%, 6%, 1%
37) NC(=O)CSc1nnc(-c2ccc(S(=O)(=O)N3CCCC3)cc2)n1Cc1ccco1
  -19%, 0%, 0%
38) CC(=O)N1CCOc2ccc(S(=O)(=O)Nc3ccc(C)cn3)cc21
  3%, 18%, 4%

New compounds follow
41	CCOC(=O)C1CCCN(S(=O)(=O)c2ccc(-n3cnnn3)c(C)c2)C1 (stereo not given)
42	O=C(CSc1nnc(Cn2c(=O)sc3ccccc32)n1CCc1ccccc1)N1CCOCC1
43	Nc1nc2ccccc2n1/N=C/c1ccc(Br)cc1
44	CC1CCCC(C)N1C(=O)COC(=O)CN1C(=O)c2ccccc2C1=O (stereo not given)
45	CC[C@]12c3[nH]c4ccc(Cl)cc4c3CCN1C(=O)[C@@H](CC(=O)NCC13CC4CC(CC(C4)C1)C3)C[C@@H]2C(=O)N1CCN(C(=O)c2ccco2)CC1
46	COc1ccc(CCC(=O)NCc2nc3cccnc3n2Cc2ccc(F)cc2)cc1
47	Cc1cc(C(=O)CSc2nnc(N)s2)c(C)n1CCc1ccc(F)cc1
48	Cc1noc(/C=C/c2ccco2)c1S(=O)(=O)N1CCC(C(=O)Nc2ccc(F)c(Cl)c2)CC1
Assay by compound | 41 | 42 | 43 | 44 | 45 | 46 | 47 | 48
N370S GC | 2% | -2% | 11% | · | · | · | 8% | ·
FEN1 inhibitor | 15% | 0% | 8% | -9% | -1% | 13% | -8% | -6%
TDP1 block | 12% | 4% | 4% | -1% | 6%[56.1 µM] | 3% | -4% | -7%

49	CCOC(=O)c1ccc(NC(=O)CC2C(=O)N(c3ccc(C)cc3)C(=O)N2C2CCCCC2)cc1 (stereo not given)
50	CC(C)(C)c1ccc(C(=O)N2CCC(C(=O)NCc3ccncc3)CC2)cc1
51	O=C1c2cccnc2C(=O)N1Cc1ccco1
52	COc1cc2nc(CN3CCN(S(=O)(=O)c4ccc(C)c(C)c4)CC3)[nH]c(=O)c2cc1OC
53	Cc1ccc(Cn2c(C(=O)O)c(CNCCc3ccco3)c3ccc(C)cc32)cc1
54	O=C1CC(c2ccc(S(=O)(=O)N3CCN(c4ccccc4)CC3)cc2)CN1 (stereo not given)
55	C=C(C)Cn1c(CCNC(=O)C(C)C)nc2ccccc21
56	COC(=O)C1CCN(CC(=O)Nc2cc(Cl)ccc2OC)CC1
Assay by compound | 49 | 50 | 51 | 52 | 53 | 54 | 55 | 56
N370S GC | · | -17% | 10% | 3% | · | -1% | 30% | 10%
FEN1 inhibitor | -3% | 2% | -4% | -2% | -7% | 11% | -1% | ·
TDP1 block | -4% | 0% | 2% | 4% | 13% | 4% | 2% | -3%

57	O=C(COc1ccc(Cl)cc1)N1CCN(Cc2ccc3c(c2)OCO3)CC1
58	CCCn1c(/N=C/c2cc(OC)ccc2O)nc2ccccc21
59	Cc1ccc(-n2c(-c3cc(-c4ccco4)[nH]n3)n[nH]c2=S)c(Br)c1
60	Cc1ccc(C(C(=O)NC2CCCCC2)N(CCC(C)C)C(=O)CNC(=O)c2ccco2)o1 (stereo not given)
61	Cc1cc(/C=N/Nc2ccc([N+](=O)[O-])cn2)c(C)n1-c1ccc(C(=O)O)cc1
62	Cc1cc(C)cc(N(CC(=O)N2CCN(c3ccccc3)CC2)S(=O)(=O)c2c(C)noc2C)c1
63	O=C(Nc1ccc(F)cc1)c1ccc(=O)[nH]n1
64	Cc1noc(-c2ccccc2)c1NC(=O)Nc1ccc(Cl)cc1
Assay by compound | 57 | 58 | 59 | 60 | 61 | 62 | 63 | 64
N370S GC | 1% | -11% | 17% | -1% | -7% | -9% | -8% | 24%
FEN1 inhibitor | 10%&14%&16% | 6% | -1% | 9% | ? | -15% | 20% | 4%
TDP1 block | 6%&6%[56.1 µM] | 6% | 6% | 2% | · | 5% | · | -1%

65	C=C1Cn2c(nnc2-c2ccc(Cl)cc2)S1
66	O=C(COC(=O)c1cccs1)Nc1ccc(F)c(F)c1
67	CN1CCN(C(=O)c2cnn3c(C(F)F)cc(C4CC4)nc23)CC1
68	CCN1C(=O)[C@H]2[C@@H](c3ccc(-c4ccc(OC)cc4)cc3)N[C@@](Cc3ccccc3)(C(=O)OC)[C@H]2C1=O
69	O=c1oc2ccccc2c(NC2CCCCC2)c1NS(=O)(=O)c1ccc(F)cc1
70	COc1ccc(C(=O)NCCCCCC(=O)O)cc1OC
71	Cn1nnnc1SCCCNCc1ccc(-c2ccc(Br)cc2)o1
72	Cc1cccc(Cn2c(=O)n(Cc3ccccc3)c(=O)c3oc4ccccc4c32)c1
Assay by compound | 65 | 66 | 67 | 68 | 69 | 70 | 71 | 72
N370S GC | 3% | · | -10% | -6% | 19% | 14% | · | ·
FEN1 inhibitor | 17% | -6% | -5% | 16% | 9% | 1% | -10% | -2%
TDP1 block | 7% | -2% | 3% | -4% | 1% | 4% | -3% | 5%

73	CN(CC(=O)Nc1cc(S(=O)(=O)N2CCCC2)ccc1Cl)Cc1ccc2c(c1)OCO2
74	O=C(Nc1ccccn1)C1(c2ccccc2)CCCC1
75	O=C(CN(Cc1ccccc1)S(=O)(=O)c1ccc(F)cc1)NCc1cccnc1
76	O=C(NCc1ccco1)c1ccc(Cn2c(SCc3ccccc3)nc3cccnc32)cc1
77	CC(=O)Nc1ccc(-c2csc(Nc3ccc(S(N)(=O)=O)cc3)n2)cc1
78	CCC(=O)N1CCc2cc(S(=O)(=O)CCC(=O)Nc3cc(Cl)ccc3OC)ccc21
Assay by compound | 73 | 74 | 75 | 76 | 77 | 78
N370S GC | · | 15% | 3% | · | -9% | ·
FEN1 inhibitor | -17% | -3% | -8% | -6% | -2% | -3%
TDP1 block | 1% | 0% | 1% | 7% | 0% | 9%
